# IMP-1 inh = blocks Pseudomonas aeruginosa IMP-1 metallo-beta-lactamase. purified IMP-1, nitrocefin hydrolysis, epi-absorbance fluorescence. inhibition, % at 5.6 µM. actives 0.45% (n = 290,000);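 active means inhibition above the mean plus 3 SD of all compounds in the same screening run, cut at about 4.5% in these data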;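 further: 0% = IMP-1 with DMSO and 100% = DMSO wells lacking enzyme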
#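 Assay system: purified IMP-1; Quantity: IMP-1 0.2 nM before substrate addition; Medium: HEPES buffer pH 7.1 with ZnSO4 and Brij 35; Incubation: 15 min enzyme–compound preincubation, then 25 min nitrocefin reaction, 25 °C; Signal: fluorescence quenching readout, ex 480/em 530 nm; Controls: DMSO with and without IMP-1; Repeats: singlicate testing.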
# PHOSPHO1 inh = PHOSPHO1 (human) inhibition. Q8TCT1. recombinant PHOSPHO1, absorbance phosphatase assay. inhibition, % at 13.3 µM. actives 1.1% (n = 290,000). AID 1565; in the data active means inhibition above about 60%
# IDE cell activ = activators of human insulin-degrading enzyme in cells | HEK cells, FAbeta-B cleavage, fluorescence polarization; 0% vehicle, 100% cell-free pure enzyme wells | activation, % at 5.96 µM | actives 0.073% (n = 340,000);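 active means activation above the mean of all tested compounds plus 3 SD, set per screening campaign, cut at about 17% in these data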
# PfM18AAP inh = PfM18AAP enzyme inhibition. AID 1822. inhibition, % at 7.35 µM. recombinant PfM18AAP, H-Glu-NHMec fluorogenic cleavage. actives 1.2% (n = 290,000);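 active means inhibition above the campaign mean inhibition over all tested compounds plus 3 SD, cut at about 28% in these data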;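 further: 0% = plate median of test compound wells and 100% = 2 mM ZnCl2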
# VIM-2 inh = inhibitors of Pseudomonas aeruginosa VIM-2 metallo-beta-lactamase; AID 1527; actives 0.89% (n = 290,000); purified VIM-2, nitrocefin hydrolysis, epi-absorbance fluorescence; inhibition, % at 5.6 µM;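 active means inhibition above the mean of all tested compounds plus 3 SD, cutoff set per screening run, cut at about 7.5% in these data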;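 further: red hydrolysis product quenches plate fluorescence so inhibitors raise well fluorescence; 0% = enzyme with DMSO and 100% = DMSO without enzyme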
# IDE cell inh = cellular human IDE inhibition; actives 0.41% (n = 320,000); HEK cells, FAbetaB cleavage, fluorescence polarization; inhibition, % at 5.59 µM;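 active means percent inhibition above the average of all tested compounds plus 3 SD, set per screening campaign, cut at about 16% in these data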;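 further: IDE supplied by intact live HEK cells; FP after avidin binding of uncleaved biotin substrate so inhibition keeps polarization high; 0% = DMSO wells and 100% = 60 µM reference IDE inhibitor Ii1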
# NALP1 inh = blocks the NALP1 inflammasome reconstituted in yeast; S. cerevisiae NALP1/ASC/caspase-1 growth, X-gal OD620, 72 h; inhibition, % at 10 µM; actives 0.61% (n = 280,000); AID 2071; in the data active means inhibition mostly above about 24%, no sharp cut-off; inactive means mostly below about 32%; further: some compounds called inactive have numbers as strong as hits
# pCIP destab = lowers stability of the mouse p/CIP coactivator protein; Q05BA5; F442A p/CIP-EGFP cells, EGFP fluorescence, 16 h; decrease of EGFP signal, % at 10 µM; actives 0.01% (n = 290,000); AID 1984;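 active means EGFP signal decrease of at least 30% at 10 µM or well 3 SD below plate mean, unless failing retest; inactive means the rest, including hits failing retest or dose response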; further: some compounds called inactive have numbers as strong as hits; many of its hits are not listed in these tables
# Target sequence (Q05BA5 1-1403): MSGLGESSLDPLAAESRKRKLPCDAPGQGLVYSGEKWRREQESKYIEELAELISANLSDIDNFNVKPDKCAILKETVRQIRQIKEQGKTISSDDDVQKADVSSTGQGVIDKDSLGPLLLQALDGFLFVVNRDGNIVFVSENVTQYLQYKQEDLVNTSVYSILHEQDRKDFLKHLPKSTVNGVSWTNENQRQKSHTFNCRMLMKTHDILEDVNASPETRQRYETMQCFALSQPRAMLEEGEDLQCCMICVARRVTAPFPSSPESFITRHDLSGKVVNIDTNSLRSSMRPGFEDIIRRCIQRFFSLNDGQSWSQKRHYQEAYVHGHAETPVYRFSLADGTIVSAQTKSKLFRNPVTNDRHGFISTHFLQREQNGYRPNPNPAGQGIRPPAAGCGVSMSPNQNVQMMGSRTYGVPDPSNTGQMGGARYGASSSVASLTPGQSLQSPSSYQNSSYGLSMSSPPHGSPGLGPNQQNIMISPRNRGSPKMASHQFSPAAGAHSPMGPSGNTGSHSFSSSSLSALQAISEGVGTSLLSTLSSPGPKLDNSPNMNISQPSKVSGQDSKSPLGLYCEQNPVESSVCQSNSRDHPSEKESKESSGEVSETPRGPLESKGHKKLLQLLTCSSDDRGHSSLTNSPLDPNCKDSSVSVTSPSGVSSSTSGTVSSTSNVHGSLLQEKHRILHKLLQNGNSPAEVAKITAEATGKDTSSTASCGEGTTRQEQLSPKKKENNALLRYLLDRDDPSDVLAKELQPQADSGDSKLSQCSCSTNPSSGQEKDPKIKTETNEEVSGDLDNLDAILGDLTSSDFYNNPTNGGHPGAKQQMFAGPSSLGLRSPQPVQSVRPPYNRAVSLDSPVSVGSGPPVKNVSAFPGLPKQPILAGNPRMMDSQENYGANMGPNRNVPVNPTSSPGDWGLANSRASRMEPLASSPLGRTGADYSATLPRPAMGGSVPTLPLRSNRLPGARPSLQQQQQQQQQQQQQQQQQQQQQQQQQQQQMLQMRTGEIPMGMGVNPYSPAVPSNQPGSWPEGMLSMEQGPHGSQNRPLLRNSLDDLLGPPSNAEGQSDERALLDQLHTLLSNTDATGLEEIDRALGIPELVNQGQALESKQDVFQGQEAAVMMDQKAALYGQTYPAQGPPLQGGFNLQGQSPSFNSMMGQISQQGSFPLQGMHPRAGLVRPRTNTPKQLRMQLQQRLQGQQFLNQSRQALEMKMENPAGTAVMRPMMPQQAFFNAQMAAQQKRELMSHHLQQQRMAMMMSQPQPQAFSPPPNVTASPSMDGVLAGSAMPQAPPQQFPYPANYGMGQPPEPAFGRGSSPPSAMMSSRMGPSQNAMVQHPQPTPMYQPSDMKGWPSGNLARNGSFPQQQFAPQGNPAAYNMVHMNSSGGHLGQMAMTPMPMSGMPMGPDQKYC
# GPR7 antag = blocks human GPR7 receptor signaling. actives 1.1% (n = 290,000). P48145. inhibition, % at 4.4 µM. GPR7-expressing cells, fluorescence antagonist assay. AID 1861; in the data active means inhibition above about 16%, passing the limit was not always enough;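 further: cells stimulated with the agonist NPW; 0% = agonist with vehicle and 100% = vehicle without agonist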
# * marks the source's active call; other numbers are inactive results; x = no result given.
SMILES,IMP-1 inh,PHOSPHO1 inh,IDE cell activ,PfM18AAP inh,VIM-2 inh,IDE cell inh,NALP1 inh,pCIP destab,GPR7 antag
O=C(CSc1ccc(Cl)cc1)Nc1ccc(NC(=O)c2ccco2)cc1,-0.6,10,3,3,-1.2,4,24,-17,-1
Cc1cc(C)c2c(c1)-c1c(ssc1=S)C(C)(C)N2C(=O)CSc1nncn1C,-2.7,62*,0,5,1.5,-1,7,-7,-10
CN(C)c1ccc(N2C(=O)CC(c3ccccc3)CC2=O)cc1,-2.4,12,2,1,-1.2,5,21,-1,-13
O=C(NC(=S)Nc1ccccc1Br)C1CCCC1,-3.4,27,-2,5,-3.1,4,7,12,0
Cc1cc(C)c(S(=O)(=O)N2CCOC2CNC(=O)C(=O)NCCN2CCOCC2)c(C)c1 (stereo not drawn),-1.8,58,2,2,-1.3,-3,32,2,-6
Fc1ccc(Cn2c(SCc3ccc(F)c(C(F)(F)F)c3)nnc2C(F)(F)F)cc1,-1.6,11,4,6,-0.1,3,-10,-7,-1
O=C(NC(=S)NCC1CCCO1)c1ccc(Br)o1 (stereo not drawn),-0.1,38,-2,-10,0.0,0,26,4,-8
CC(C)c1ccccc1N1CC(C(=O)O)CC1=O (stereo not drawn),-3.0,11,4,3,-1.9,-3,32,1,-1
O=C(NCCN1CCN(c2ccccc2F)CC1)c1cccn2c(=O)c3ccccc3nc12,-1.1,0,2,9,-0.2,3,8,-21,-3
NC(=O)c1ccc(NC(=O)COC(=O)c2c3c(nc4ccccc24)/C(=C\c2ccc4c(c2)OCO4)CCC3)cc1,20*,-48,39*,13,21*,x,13,-50,-1
Cc1ccc(OCC(=O)NC(C)c2ccccc2)cc1 (stereo not drawn),-4.8,34,0,5,-3.1,2,4,16,3
COC(=O)Cc1c(C)c2ccc(OCC(=O)N3CCOCC3)cc2oc1=O,-5.2,-10,2,-14,-1.8,-2,0,2,-7
COc1ccc(C(=O)Nn2c(C)nc3ccccc3c2=O)c(OC)c1,-2.2,28,1,2,-0.7,-1,-4,1,-10
COc1ccc(OC)c(S(=O)(=O)Nc2ccc(C(C)=O)cc2)c1,-1.6,16,-1,13,-1.2,-6,-8,1,-2
Cc1ccc(NC(=O)C(=O)NCCN2CCN(Cc3ccc([N+](=O)[O-])cc3)CC2)cc1,-3.5,-30,5,-3,-1.2,-7,11,7,-5
COc1ccc(CNC(=O)c2cc(-c3ccco3)on2)cc1,-2.1,24,0,1,0.4,-1,8,-14,-10
COc1ccc(OCC(=O)OCC(=O)NCc2ccco2)cc1,-3.1,15,4,5,-2.9,0,x,-2,-8
C/C(CC(=O)Nc1cccc(C(F)(F)F)c1)=N\NC(=O)C(=O)NCC(C)C,-3.4,11,1,5,-3.6,0,10,1,-7
Cc1ccc(-c2c[n+](Cc3cccc(Cl)c3)c3n2CCC3)cc1,-1.5,27,-2,-14,-1.2,2,x,-18,-11
COCc1c(C(=O)N2CCN(Cc3c(F)cccc3Cl)CC2)oc2ccccc12,-1.0,39,3,-7,1.2,-4,9,-24,-1
Cc1ccn(CCNC(=O)C2CCC(=O)N(Cc3ccc(Cl)cc3)C2)n1 (stereo not drawn),-1.8,27,8,-2,-2.8,0,21,6,-6
Cc1ccc(S(=O)(=O)N2CCOCC2)cc1C(=O)Nc1ccc2c(c1)CCC2,-6.3,7,8,-1,-4.5,3,12,4,-7
Cc1cc(N2CCN(c3nc(-c4ccc([N+](=O)[O-])cc4)cs3)CC2)c2ccccc2n1,-1.8,-14,-1,-5,-1.6,0,25,-4,-8
CC(OC(=O)C1=COCCO1)C(=O)Nc1ccccc1C#N (stereo not drawn),-1.6,-29,4,-1,-1.2,-1,-5,-1,-12
CCOc1ccc2[nH]cc(-c3csc(N)n3)c2c1,-0.7,x,4,4,-2.5,x,11,-8,9
Cc1ccnc2nc(C(=O)N3CCN(S(=O)(=O)c4ccccc4)CC3)nn12,-1.0,-7,5,1,-2.0,7,1,0,-7
C=CCNC(=O)c1ccccc1NC(=O)c1ccc(Cl)c(S(=O)(=O)Nc2ccccc2)c1,-1.9,47,3,-11,-2.5,4,18,-9,-17
Cc1cccc(CSc2cn(CC(=O)N3CCOCC3)c3ccccc23)c1,-0.9,4,3,0,-2.9,-3,21,-8,4
O=C(C1CCC1)N1CCc2cc(S(=O)(=O)Nc3ccc4c(c3)OCO4)ccc21,-0.3,-7,6,-2,0.0,1,-54,-5,23
O=C(N/N=C/c1c[nH]c2ccccc12)C1CC1c1ccccc1 (stereo not drawn),-3.5,-11,-1,-2,-3.6,1,27,-3,-3
O=C(CCCC(=O)OCC1CCCO1)OCC1CCCO1 (stereo not drawn),-2.3,-13,2,-3,0.8,-2,-1,4,-6
CC1CCC2C(=O)N(c3ccc(Cc4ccncc4)cc3)C(=O)C2C1 (stereo not drawn),-3.2,27,4,-8,-3.1,0,-2,-17,9
COc1ccccc1CNC(=O)C(NC(=O)c1ccccc1)C(C)C (stereo not drawn),-1.4,20,-4,-9,-2.7,9,6,-8,-10
CC1CCCCN1CCNC(=O)c1ccc2c(c1)N(Cc1ccccc1F)C(=O)c1ccccc1S2=O (stereo not drawn),-4.2,4,4,5,-2.5,9,7,-7,-5
CC(=O)Nc1ccc(NC(=O)C(C)OC(=O)CCN=C2NS(=O)(=O)c3ccccc32)cc1 (stereo not drawn),-2.6,56,-2,4,-2.6,-1,5,1,-6
CC(=O)Nc1cc(-c2nn(CC(=O)N3CCCCC3)c(=O)c3ccccc23)ccc1N1CCOCC1,-2.6,-31,-5,-1,-1.9,-3,20,3,-13
C(=N\Nc1nc(Nc2ccccc2)nc(Nc2ccccc2)n1)/c1ccncc1,-4.2,45,12,4,-1.4,-2,-3,-12,3
COCCCNC(=S)N1CCC(NC(=O)Nc2ccc(C)cc2)CC1,-4.1,15,1,13,-4.7,7,2,-21,21*
CCS(=O)(=O)c1ccc2oc(SCC(=O)Nc3ccc(OC)cc3OC)nc2c1,-1.9,28,0,3,-2.4,0,-2,4,-7
O=C(Cc1ccccc1)NCC(=O)N/N=C/c1ccc([N+](=O)[O-])s1,-1.3,-16,-2,10,-2.0,-1,-5,-4,-8
Cc1cc(C(=O)NCc2ccc(F)cc2)c2ccccc2n1,-1.1,19,4,-16,-0.6,-6,12,-15,-2
COc1cccc(C(=O)CN(C(=O)c2ccc(Cl)c(Cl)c2)N2C(=O)c3ccccc3C2=O)c1,-1.3,19,6,-1,-0.7,4,10,-1,3
CC(C)C(c1nnnn1Cc1ccccc1)N1CCc2ccccc2C1 (stereo not drawn),-0.6,1,-2,6,-1.0,2,15,-17,11
C/C(=N\NC(=O)NC1CCCCC1)c1ccco1,-3.7,32,7,-9,-1.4,-2,15,0,6
O=C(Nc1ccccc1C(=O)NCCCn1ccnc1)c1ccc(Cl)cc1Cl,-0.5,-42,4,3,-2.8,-2,-15,-16,-12
Cc1ccc2cc(N)ccc2n1,-4.0,28,-3,-4,-3.1,x,8,-4,-1
CCOc1ccc(NC(=O)C2CCCN(C(=O)NCc3ccccc3)C2)cc1 (stereo not drawn),-0.6,10,-1,-2,-3.2,4,-54,-10,-9
O=C(COc1ccc2c3c(c(=O)oc2c1)CCC3)NCCN1CCOCC1,-0.9,38,2,-4,19*,-8,22,2,-18

# One compound at a time, from the list above. Order of screens: IMP-1 inh	PHOSPHO1 inh	IDE cell activ	PfM18AAP inh	VIM-2 inh	IDE cell inh	NALP1 inh	pCIP destab	GPR7 antag
# CCS(=O)(=O)c1ccc2oc(SCC(=O)Nc3ccc(OC)cc3OC)nc2c1 in the list: -1.9	28	0	3	-2.4	0	-2	4	-7
# COCCCNC(=S)N1CCC(NC(=O)Nc2ccc(C)cc2)CC1 in the list: -4.1	15	1	13	-4.7	7	2	-21	21*
# O=C(COc1ccc2c3c(c(=O)oc2c1)CCC3)NCCN1CCOCC1 in the list: -0.9	38	2	-4	19*	-8	22	2	-18

# Next part.
SMILES,IMP-1 inh,PHOSPHO1 inh,IDE cell activ,PfM18AAP inh,VIM-2 inh,IDE cell inh,NALP1 inh,pCIP destab,GPR7 antag
Cc1ccc([C@H]2C(C#N)=C(N)Oc3cc(C)oc(=O)c32)o1,0.2,36,-3,11,0.4,1,3,4,-6
CCC(C)NC(=O)c1ccc2c(c1)N(Cc1ccccc1)C(=O)CS2 (stereo not drawn),-3.4,28,4,-6,-3.6,5,-5,2,-6
O=C(CCNC(=O)Cn1ccc2ccccc2c1=O)NCCCN1CCN(c2ccccc2F)CC1,-3.3,28,4,5,-1.9,0,15,-2,-17
O=C(CN1CCCCC1)N1c2ccccc2Sc2ccc(C(F)(F)F)cc21,-2.9,-3,-3,2,-1.1,0,-7,-6,-11
CCOC(=O)C1=NN(c2ccccc2)C(=O)/C1=C\c1ccc(N(C)C)cc1,1.2,7,2,18,-0.3,-2,31,-1,-2
c1ccc(Cn2nnnc2CN2CCN(Cc3ccc4c(c3)OCO4)CC2)cc1,-1.4,12,6,-5,0.2,6,14,-8,9
CCc1cccc(CC)c1NC(=O)COC(=O)Cc1ccsc1,-3.7,1,7,-3,-2.8,3,20,2,-1
COc1ccccc1CNC(=O)c1ccc(N(C)S(=O)(=O)c2ccc(C)cc2)cc1,-0.6,5,1,4,-0.8,1,18,7,-4
COc1ccc(Nc2nc(-c3cccs3)nc3ccccc23)c(OC)c1,-0.6,-3,1,-1,0.6,5,23,-8,0
COc1ccc(Nc2cc(C)nc3nc(C)nn23)cc1Cl,-1.8,2,2,-5,19*,6,16,12,3
Cn1c(CC(=O)Nc2ccccc2F)nnc1SCC(=O)NC1CCCCC1,1.1,22,2,5,0.4,0,15,-11,11
c1ccc(SCc2nc(-c3cccnc3)no2)cc1,-2.8,-3,-1,-7,-1.9,-5,22,2,-3
COc1ccc(-n2cnnc2SCC(=O)NC2CCCc3ccccc32)cc1 (stereo not drawn),-1.4,-15,2,4,0.8,0,25,-3,13
O=C(O)C1Cc2[nH]cnc2C(c2cccc([N+](=O)[O-])c2)N1 (stereo not drawn),-2.8,8,-2,0,-2.7,-2,-4,-8,-3
CC1CCN(c2ccc(C(=O)Nc3ccc4c(c3)OCO4)cc2[N+](=O)[O-])CC1,-2.6,-10,-1,3,-3.2,-1,25,-1,-13
Cc1cnc(NC(=O)c2sc3ccccc3c2Cl)s1,-4.8,-3,-3,4,-5.2,3,17,0,-10
C=CCNC(=O)COC(=O)c1c2c(nc3ccccc13)CCC2,1.0,36,2,-12,0.7,-2,8,-3,-24
CCCCN(C)C(=O)C1CCN(Cc2ccc(OCc3ccccc3)cc2)CC1,-1.5,-2,4,-8,-0.7,5,18,-5,6
O=C(CSc1n[nH]c(-c2ccccc2Br)n1)NC(=O)NCc1ccco1,-2.4,-18,1,1,-4.3,2,-3,2,4
CC(CN(C)Cc1ccccc1)OC(=O)C1COc2ccccc2O1 (stereo not drawn),-4.5,9,4,2,-3.1,-3,0,-4,-10
Cc1cccc(C(=O)Nc2ccc(NC(=O)CN3CCOCC3)cc2)c1,-0.1,13,-3,-8,-1.4,5,8,-16,-22
Cc1c(Cc2ccccc2)c(=O)oc2c(C)c(OCc3nn[nH]n3)ccc12,0.7,11,5,3,6.9,4,12,-9,13
COc1cc(C(=O)Nc2cnc(NC(=O)C(C)C)cc2C)cc(OC)c1OC,-2.0,x,4,1,-3.2,1,x,x,-6
COc1ccc(CCC(=O)Nc2nc3ccccc3[nH]2)cc1,-5.1,14,-2,-6,-2.0,1,-9,-6,-13

# Screening data deposited in PubChem BioAssay by several laboratories.
